EBNA-1 inhibitor = blocks EBNA-1 binding to DNA | inhibition, % at 14.8 µM | 300,000 tested, 0.34% active | EBNA-1 DNA binding, fluorescence polarization | AID 1950; in the data active means inhibition above about 28%
PAFAH2 inh = inhibitors of human PAFAH2. Q99487. recombinant PAFAH2, FP-rhodamine activity probe, fluorescence polarization. inhibition, % at 3.39 µM. 340,000 tested, 0.99% active. AID 492956;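 active means inhibition above the mean over all tested compounds plus 3 SD, cut at about 30% in these data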;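 further: inhibitors block probe labeling of enzyme so polarization drops; 0% = enzyme with DMSO and 100% = wells lacking PAFAH2 protein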
PAFAH1B3 FP inh = PAFAH1B3 (human) inhibition; 340,000 tested, 0.28% active; recombinant PAFAH1B3, FP-rhodamine probe, fluorescence polarization; AID 492972; inhibition, % at 3.39 µM;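 active means inhibition above the screen-wide average of all tested compounds plus 3 SD, cut at about 25% in these data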;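 further: 0% = enzyme with DMSO only and 100% = wells lacking PAFAH1B3 protein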
GSTO1 counter = counter-screen for RBBP9 inhibitors: inhibitors of human GSTO1; P78417; recombinant GSTO1, activity-based probe fluorescence polarization; inhibition, % at 5.96 µM; 300,000 tested, 1.1% active;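 active means inhibition above the campaign mean inhibition plus 3 SD, cut at about 35% in these data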;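 further: 0% = GSTO1-1 with DMSO and 100% = wells lacking GSTO1-1 enzyme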
PAD4 FP inh = PAD4 (human) enzyme inhibition. inhibition, % at 6.36 µM. 330,000 tested, 0.41% active. recombinant PAD4, RCA probe fluorescence polarization. Q9UM07. AID 485272;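 active means percent inhibition above a cutoff equal to the mean of all tested compounds plus 3 SD, cut at about 15% in these data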;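 further: 0% = PAD4 with RCA probe and DMSO and 100% = probe without PAD4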
LYPLA1 counter = LYPLA1 (human) inhibition in PME1 counter-screen. O75608. recombinant LYPLA1, FP-Rh probe fluorescence polarization. inhibition, % at 5.9 µM. 320,000 tested, 0.16% active. AID 2174;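 active means inhibition above the mean of all tested compounds plus 3 SD, set per campaign, cut at about 14% in these data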;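 further: inhibitors block serine hydrolase probe labeling of LYPLA1 so polarization falls; 0% = enzyme with DMSO and 100% = wells lacking LYPLA1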
Target sequence (O75608 whole entry, looked up): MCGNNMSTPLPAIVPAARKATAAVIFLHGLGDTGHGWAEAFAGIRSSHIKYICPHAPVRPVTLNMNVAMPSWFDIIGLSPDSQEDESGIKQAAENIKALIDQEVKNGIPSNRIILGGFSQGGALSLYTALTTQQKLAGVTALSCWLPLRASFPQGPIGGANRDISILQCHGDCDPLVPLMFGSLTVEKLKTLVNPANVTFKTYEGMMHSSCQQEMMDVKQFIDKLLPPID
ZTA counter = ZTA (EBV) inhibition in EBNA-1 counter-screen. P03206. ZTA-DNA binding, fluorescence polarization. inhibition, % at 11 µM. 320,000 tested, 0.15% active; in the data active means inhibition above about 33%
LYPLA2 counter = LYPLA2 (human) inhibition in PME1 counter-screen | O95372 | recombinant LYPLA2, FP-Rh probe fluorescence polarization | inhibition, % at 5.9 µM | 320,000 tested, 0.38% active;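 active means inhibition above the screen-wide mean plus 3 SD, limit set per campaign, cut at about 26% in these data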;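 further: 0% = LYPLA2 with DMSO and 100% = wells lacking LYPLA2 enzyme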
PREPL inh = inhibitors of human prolyl oligopeptidase-like enzyme PREPL | inhibition, % at 5.96 µM | Q4J6C6 | 320,000 tested, 0.68% active | AID 2751 | recombinant PREPL, fluorescence polarization activity-based probe; in the data active means inhibition above about 43%;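 further: 0% = enzyme with DMSO and 100% = wells lacking enzyme; many of its hits are not listed in these tables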
Target sequence (Q4J6C6 whole entry, looked up): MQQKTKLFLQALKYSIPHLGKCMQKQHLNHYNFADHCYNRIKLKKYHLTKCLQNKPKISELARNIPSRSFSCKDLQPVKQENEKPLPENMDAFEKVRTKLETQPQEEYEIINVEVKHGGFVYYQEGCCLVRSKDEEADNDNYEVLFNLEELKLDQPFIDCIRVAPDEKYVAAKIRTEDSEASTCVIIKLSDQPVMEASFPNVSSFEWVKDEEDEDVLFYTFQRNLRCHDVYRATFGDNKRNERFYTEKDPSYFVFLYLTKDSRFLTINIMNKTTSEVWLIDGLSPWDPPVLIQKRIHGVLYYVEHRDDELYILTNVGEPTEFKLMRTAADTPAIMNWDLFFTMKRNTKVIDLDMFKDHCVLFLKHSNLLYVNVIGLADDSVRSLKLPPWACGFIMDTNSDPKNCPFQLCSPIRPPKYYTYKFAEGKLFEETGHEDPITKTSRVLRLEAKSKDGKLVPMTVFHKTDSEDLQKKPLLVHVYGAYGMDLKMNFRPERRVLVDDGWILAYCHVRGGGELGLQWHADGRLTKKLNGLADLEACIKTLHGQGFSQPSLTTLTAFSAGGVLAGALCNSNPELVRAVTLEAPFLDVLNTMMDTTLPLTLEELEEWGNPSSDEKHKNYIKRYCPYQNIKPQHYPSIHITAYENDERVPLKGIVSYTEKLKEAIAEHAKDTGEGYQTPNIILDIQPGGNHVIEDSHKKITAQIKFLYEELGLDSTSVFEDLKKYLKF
The depositor's hits bear a star; . = not tested or not shown.

Sequence of screens – EBNA-1 inhibitor	PAFAH2 inh	PAFAH1B3 FP inh	GSTO1 counter	PAD4 FP inh	LYPLA1 counter	ZTA counter	LYPLA2 counter	PREPL inh
CC1CN(c2nc3ccccc3nc2C(C#N)C(=O)OC2CCCCC2)CC(C)O1 (stereo unspecified)
 : -15	0	7	6	-2	0	5	1	2
CCOC(=O)c1cnn(-c2ccccc2)c1NC(=O)CN1CCCCC1
 : 3	2	14	4	-3	-1	8	-8	-6
O=C(/C=C/c1ccc(Cl)c([N+](=O)[O-])c1)c1cccnc1
 : -3	8	-2	2	6	-2	-2	-1	-4
COCC(C)Nc1ccc(S(=O)(=O)N2CCCC2)cc1[N+](=O)[O-] (stereo unspecified)
 : 15	2	4	3	1	-4	24	5	2
COC(=O)c1c(NC(=O)c2ccco2)sc2c1CCN(C(C)C)C2
 : 4	-1	4	3	3	2	-23	0	-4
O=C1/C(=N\S(=O)(=O)c2cccs2)C([n+]2cccc(Cc3ccccc3)c2)=C([O-])c2ccccc21
 : 5	.	.	87*	5	3	-3	-17	-1
CC1CCC(NC(=O)CCS(=O)(=O)c2ccc3c(c2)CCN3C(=O)C2CC2)CC1 (stereo unspecified)
 : -1	1	1	1	-3	0	4	0	1
Cc1ccc(-c2cc3ccccc3nc2N)cc1
 : -2	1	4	-4	-2	0	-1	2	-30
Cn1c(CSc2ccccc2)c(C#N)c2ccccc21
 : 6	-2	3	-8	5	-3	2	0	15
CNC(=O)C1CC(=O)N(Cc2ccc(OC)c(OC)c2)C(=Nc2ccc(OC)cc2)S1 (stereo unspecified)
 : -6	-4	13	3	0	-2	15	8	4
COc1ccc(CCNc2nc3c(c(=O)n(C)c(=O)n3C)n2C)cc1OC
 : 10	-3	6	7	-5	-3	-14	0	5
COc1ccc(-c2nc(SCc3ccc(C#N)cc3)[nH]c(=O)c2C#N)cc1
 : -2	-5	8	-5	-5	-4	13	-6	0
O=C(Nc1ccno1)Nc1ccc(Cl)cc1Cl
 : 0	-5	-1	-18	0	-1	10	-4	-2
O=C(O)CNC(=O)c1ccc(NC(=O)/C(=C/c2cccc([N+](=O)[O-])c2)NC(=O)c2ccco2)cc1
 : -4	3	9	0	2	0	-11	5	8
Cc1c(C)n(Cc2ccccc2)c2ncnc(NCCCO)c12
 : 0	5	11	1	0	2	-9	1	11

Some values from above:
In LYPLA2 counter, O=C(Nc1ccno1)Nc1ccc(Cl)cc1Cl is entered as -4
In LYPLA1 counter, Cc1ccc(-c2cc3ccccc3nc2N)cc1 is entered as 0

Continued.
Sequence of screens – EBNA-1 inhibitor	PAFAH2 inh	PAFAH1B3 FP inh	GSTO1 counter	PAD4 FP inh	LYPLA1 counter	ZTA counter	LYPLA2 counter	PREPL inh
O=C(NC(=S)Nc1ccc(NC(=O)c2ccccc2)cc1)c1ccc(F)cc1
 : 9	-10	-14	1	-8	-11	18	-14	-3
Oc1ccc2c(c1)C1CCCC1(N1CCOCC1)O2 (stereo unspecified)
 : -2	5	14	42*	3	0	-7	6	8
Nc1nc(F)cc(NCc2ccccc2)n1
 : -1	-10	1	6	-1	2	-4	1	0
COc1cccc(NC(=O)C(=O)NCC2CCCN2S(=O)(=O)c2ccccc2)c1 (stereo unspecified)
 : -11	2	8	-14	-9	-1	-17	3	-4
O=C(NCc1ccccc1)c1cccc(COc2ccc3c(c2)CCC3)c1
 : 7	-13	-6	-2	-3	-7	9	-6	1
CN(C)/C=N/S(=O)(=O)c1ccc(Cl)cc1
 : 5	0	2	7	0	4	-7	-3	7
CCC(=O)Nc1ccc2c(c1)ncn2-c1ccccc1OC
 : 2	2	0	6	-4	6	-15	6	-8
O=C(O)c1cccc2c1C(=O)N(Cc1ccncc1)C2
 : -4	2	8	-6	-5	1	-10	4	13
CCn1c(SCC(=O)c2ccc3c(c2)Cc2ccccc2-3)nnc1-c1ccc(N)cc1
 : -1	2	2	-8	-3	-3	-1	-9	8
C=C(C(=O)O)C1CCC2(C)CCCC(C)(O)C2C1 (stereo unspecified)
 : -12	3	6	3	-1	4	6	5	-6
CC1CN(C(=O)COC(=O)COc2ccc(C#N)cc2)CC(C)O1 (stereo unspecified)
 : -6	3	8	-2	4	-1	13	0	-4
O=C(NC(=S)Nc1ccc2[nH]c(=O)[nH]c2c1)c1ccccc1[N+](=O)[O-]
 : -4	-1	9	-11	-5	2	-21	15	17
CCOC(=O)C1=C(C)NC(SCC(N)=O)=C(C#N)C1c1cccs1 (stereo unspecified)
 : -3	4	2	4	-6	2	-2	3	-3
Cc1ccccc1CC(=O)NC1CCN(Cc2ccccc2)CC1
 : -6	-5	11	-4	0	1	-12	0	5
COc1ccccc1C(=O)NCCCn1cc(Br)c(C)n1
 : -4	15	3	-2	1	2	1	1	17

Ordered by value in PREPL inh (rising): three from the list above
| molecule | PREPL inh |
| --- | --- |
| O=C1/C(=N\S(=O)(=O)c2cccs2)C([n+]2cccc(Cc3ccccc3)c2)=C([O-])c2ccccc21 | -1 |
| COc1ccc(CCNc2nc3c(c(=O)n(C)c(=O)n3C)n2C)cc1OC | 5 |
| CCn1c(SCC(=O)c2ccc3c(c2)Cc2ccccc2-3)nnc1-c1ccc(N)cc1 | 8 |

The list goes on:
Sequence of screens – EBNA-1 inhibitor	PAFAH2 inh	PAFAH1B3 FP inh	GSTO1 counter	PAD4 FP inh	LYPLA1 counter	ZTA counter	LYPLA2 counter	PREPL inh
COc1ccc(NC(=O)CSCc2ccccc2C)cc1
 : -12	-2	-2	2	-1	-3	13	-8	-4
CCCCn1c(-c2cccc(F)c2)nc2c1c(=O)[nH]c(=O)n2CC(C)C
 : -2	3	2	0	-4	0	10	5	17
Cc1cc(C)c(NC(=O)COC(=O)c2c(C)noc2C)c(Cl)c1
 : .	2	5	.	-7	-2	0	0	11
CC(=O)/C=C\c1ccccc1OC(=O)c1cc2ccccc2oc1=O
 : -6	3	5	9	-3	-3	-5	1	-4
CCc1ccc(-c2nc(SCC(=O)NC3CCS(=O)(=O)C3)n[nH]2)cc1 (stereo unspecified)
 : 4	2	11	0	-2	-1	17	6	2
NC(=O)CC(NC(=O)c1cccc(Br)c1)c1ccc(NCC2CC2)c([N+](=O)[O-])c1 (stereo unspecified)
 : 6	-5	0	-3	2	-1	5	3	-1
Cc1cc(C)cc(NC(=O)C2CCCN2/C=C/C(=O)C(F)(F)F)c1 (stereo unspecified)
 : 9	-4	7	-2	0	-1	-22	-5	1
O=[N+]([O-])c1cccc(/C=N\N2CCN(Cc3ccccc3Cl)CC2)c1
 : -11	2	-2	-6	4	-3	-8	-3	26
COc1cccc(NC(=S)NCc2ccncc2)c1
 : 8	-4	-1	2	-1	-4	11	1	-6
CC1(C)CC[C@]2(C(=O)O)CC[C@]3(CO)C(=CCC4[C@@]5(C)C[C@H](O)[C@H](O)[C@@](C)(C(=O)O)C5CC[C@]43C)[C@@H]2C1 (stereo partly specified)
 : .	1	-14	.	-4	.	.	.	12
Cc1cc(=O)[nH]c(SCC(=O)Nc2ccccc2C#N)c1C#N
 : 8	10	1	1	1	-3	3	3	6
CCn1ncc(CN2CCN(Cc3ccc(OC)c(C)c3C)C(CCO)C2)c1C (stereo unspecified)
 : 4	2	0	7	-1	4	9	3	13
Cc1ccc(C(=O)/C=C/c2ccco2)c(O)c1
 : -6	0	5	4	-1	-1	-12	8	-4
COc1ccc(Cn2c(C)c(C)c(C#N)c2NC(=O)Nc2ccc(Cl)cc2)cc1
 : -3	-7	8	0	-7	-4	-5	-8	7
CCCN(CC(=O)Nc1ccccc1C)C(=O)C1CCN(c2ncnc3sc(C)c(C)c23)CC1
 : -7	-1	0	0	0	-1	0	-5	7
N#CCCn1cc(C=C(C#N)C#N)c(-c2ccc(Cl)cc2)n1
 : -12	.	.	1	2	-3	8	-7	-3
CCOC(=O)C1C(=O)Nc2nc3ccccc3n2C1C(C)C (stereo unspecified)
 : 0	5	2	0	2	-5	-3	-5	8
Cc1ccc(C=Nc2ccccc2C(=O)Nc2ccccc2)cc1
 : -10	5	11	5	-11	-5	-6	-6	1
C=CCC1(C#N)C(=S)NC(C)=C(C(=O)OCC)C1c1ccccc1 (stereo unspecified)
 : 11	.	.	7	0	3	3	5	5
CCOC(=O)c1ccc(NC(=O)c2ccc(OC(C)C)c(OC)c2)cc1
 : -1	1	12	3	-6	-3	8	0	1
COc1ccc(CN2CC(=O)N3[C@H]4c5ccccc5OC[C@@H]4[C@H](c4ccccc4)[C@]3(C)C2=O)cc1
 : .	0	9	.	2	-1	-15	-1	17
COC(=O)C1=C(C)N(CCc2ccccc2)C(=O)/C1=C\c1ccco1
 : 2	2	14	9	-1	-1	-16	8	12
CCN1CCN(CCCN(Cc2ccco2)C(=S)Nc2cccc(Cl)c2C)CC1
 : -5	-18	7	8	0	-1	13	2	13
O=C(COc1ccc(S(=O)(=O)N2CCCCC2)cc1)N1CCCCCC1
 : -13	4	-3	0	-6	-2	11	4	12
CC(=O)N(Cc1ccccc1)Cc1nc2sc(C)c(C)c2c(=O)[nH]1
 : -13	2	2	-5	-5	0	1	0	13
Cc1csc(NC(=O)c2ccc(S(=O)(=O)N3CCN(C)CC3)cc2)n1
 : -3	-4	4	6	4	3	0	1	6
CCn1cc(S(=O)(=O)NCCc2ccc(F)cc2)cn1
 : -8	1	4	8	-4	0	0	-3	-3
Cc1ccc(S(=O)(=O)N2CCCC(C(=O)Nc3ccc(C(=O)O)cc3)C2)cc1Cl (stereo unspecified)
 : 11	-1	4	6	4	-2	22	4	-2
COc1cc(OC)cc(OC(=O)c2cccc(S(=O)(=O)N3CCN(C)CC3)c2)c1
 : 6	6	12	8	3	-1	1	2	0
O=C(O)C1CC(=O)N(c2ccc(Br)cc2)C1 (stereo unspecified)
 : -18	-3	3	6	2	-2	-4	-2	10
CC1=C(C(=O)OCCNC(=O)c2cccnc2)C(c2cccc([N+](=O)[O-])c2)C(C(=O)OCCN(C)C)=C(C)N1 (stereo unspecified)
 : -6	1	5	6	0	0	-4	2	-12
CCOC(=O)Cc1csc(NC(=O)COc2ccc(N(C)S(=O)(=O)c3ccc(C)cc3)cc2)n1
 : -4	-10	-1	7	-8	-5	-8	2	-5
CCOC(=O)N1CCN(C(=O)CSc2nc(=O)n3cccc(C)c3n2)CC1
 : -3	-1	7	3	0	1	3	-2	-3
CC1CC(=O)c2cnc(NCc3ccco3)nc2C1 (stereo unspecified)
 : -2	0	17	0	2	3	-6	6	-1
CSc1cccc(CN2CCC(Oc3cccc(C(=O)N4CCCC4)c3)CC2)c1
 : -7	-1	10	-3	-3	2	-3	9	20
O=C(CN1CCN(CC(=O)Nc2cccc(F)c2)CC1)Nc1ccc(-c2ccccc2)cc1
 : -8	3	6	4	-4	4	-16	-2	-3
COc1ccc(S(=O)(=O)Cc2ccc(C(=O)NC(C)C)o2)cc1
 : 6	-5	-1	8	2	1	5	-3	7
C=CCONC(=O)c1cc(OCC(F)(F)F)ccc1OCC(F)(F)F
 : -8	3	1	0	5	-2	-7	14	-2
Cc1nnc(N(C)C(=O)c2ccncc2)s1
 : -7	4	14	2	4	3	2	13	0
Cc1cc(C)nc(N2CCC(C(=O)NC3CC3)CC2)n1
 : -7	-1	12	2	0	4	1	-5	9
CCOc1cccc2cc(-c3csc(NC(=O)CCC(=O)NCCN4CCCCC4C)n3)c(=O)oc12 (stereo unspecified)
 : -3	-2	5	-4	-3	0	0	3	4
COc1ccc(CC(=O)NCc2ccccn2)cc1OC
 : 9	-6	10	17	0	0	11	-1	4
CCc1nnc(NC(=O)c2ccc3ncsc3c2)s1
 : -9	-8	-4	7	0	1	3	1	5
Cc1ccc(CN2CCN(Cc3ccc(O)cc3)CC2CCO)o1 (stereo unspecified)
 : -1	3	0	16	-2	-2	-23	2	11
COc1ccc(N2C(=O)c3ccccc3C2O)cc1 (stereo unspecified)
 : 8	2	-2	4	1	4	-18	1	12
c1ccc(-c2nnc3n2-c2ccccc2SC3)cc1
 : -6	3	2	7	-2	-1	-13	-1	-1
c1ccn2cc(CSc3nnc4ccccn34)nc2c1
 : -7	2	6	2	-3	2	-8	-1	15

A portion of the library; count on the stated rates, not on these rows.
